RGS4 block: human RGS4 inhibition | P49798 | HEK293 M3R/RGS4 inducible, Fluo-4 calcium flux; stronger effect = higher value; triggered by carbachol at its EC20 | B-score at 10 µM | actives 0.45% (n = 310,000) | AID 463165;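 active = B-score, a plate-corrected calcium signal, over three deviations above library mean, with baseline fluorescence within five deviations of library mean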;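 note: RGS4 expression induced by doxycycline in cells with stable M3 receptor; B-score is computed from the integrated fluorescence ratio over baseline after carbachol; higher B-score means a larger calcium signal and so more RGS4 inhibition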
Target sequence (P49798 whole entry, looked up): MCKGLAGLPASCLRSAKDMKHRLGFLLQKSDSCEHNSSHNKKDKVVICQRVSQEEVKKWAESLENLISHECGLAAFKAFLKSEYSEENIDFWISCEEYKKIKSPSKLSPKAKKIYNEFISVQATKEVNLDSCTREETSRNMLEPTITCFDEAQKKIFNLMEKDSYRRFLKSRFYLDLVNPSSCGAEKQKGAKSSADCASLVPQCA
GSK3A inh: inhibitors of human GSK-3 alpha kinase | inhibition, % at 10 µM | P49840 | ADP-Glo luminescence, 60 min | actives 0.1% (n = 320,000) | AID 2650;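 in the data active = inhibition above about 50%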;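 note: GST-tagged GSK-3 alpha with peptide substrate and 25 µM ATP; 0% = DMSO neutral wells and 100% = GW8510 positive control wells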
GSK3B inh: blocks human GSK3beta kinase activity | P49841 | GST-GSK3beta kinase, ADP-Glo luminescence, 60 min; stronger effect = lower value | activity score (negative = inhibition), % at 10 µM | actives 0.038% (n = 300,000) | AID 2097;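 active = more than half of replicate wells score below -50%, meaning over 50% inhibition versus plate controls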;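 note: 0% = median DMSO wells and -100% = median GW8510 positive control wells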
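Test system: GST-fused GSK3beta enzyme, cell-free | Quantity: 1.6 ng GST-GSK3beta enzyme per well | Reagent: 25 µM ATP with peptide substrate | Schedule: 60 min enzyme reaction, room temperature | Signal: Luminescent ADP-Glo measurement of ADP formed | Read-out basis: Score relative to plate controls | Control set: DMSO and 20 µM GW8510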
KCNK9 block: inhibitors of human KCNK9 two-pore domain potassium channel; HEK293 KCNK9, FluxOR thallium flux fluorescence; stronger effect = lower value; actives 1.2% (n = 310,000); AID 488922; Q9NPC2; B-score at 10 µM;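 active = ratio B-score over 3 SD below the library mean, with starting fluorescence within 5 SD of its mean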;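 note: negative B-score means less thallium flux so channel inhibition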
Target sequence (Q9NPC2 whole entry, looked up, the tested form may be a part): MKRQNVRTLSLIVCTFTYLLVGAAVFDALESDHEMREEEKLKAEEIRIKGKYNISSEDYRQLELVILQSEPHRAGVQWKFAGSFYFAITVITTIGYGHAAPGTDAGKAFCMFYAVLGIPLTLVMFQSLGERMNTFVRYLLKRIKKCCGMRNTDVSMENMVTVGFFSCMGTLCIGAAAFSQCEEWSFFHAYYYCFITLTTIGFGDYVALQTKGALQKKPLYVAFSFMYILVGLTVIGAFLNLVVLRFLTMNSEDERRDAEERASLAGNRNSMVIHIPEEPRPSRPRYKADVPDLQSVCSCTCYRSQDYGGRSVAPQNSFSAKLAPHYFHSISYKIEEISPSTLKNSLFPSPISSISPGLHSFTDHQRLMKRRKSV
PolyA inh: blocks polyadenylation in yeast reporter cells; actives 0.02% (n = 300,000); AID 1875; calls only at 12 µM; S. cerevisiae SKY197-pL101 polyadenylation reporter, beta-gal luminescence; efflux-impaired pdr1/pdr3 knockout yeast; score 100 = 6 SD above DMSO;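 active = lowest replicate activity score at least 50, where 100 means six control SD above control mean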;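 note: yeast exposed to compound for 9 h at 30 °C; higher score means more reporter readthrough which indicates perturbed polyadenylation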
KCNQ1 act: human KCNQ1 channel potentiation or activation | CHO-K1 KCNQ1, thallium flux FluxOR fluorescence; stronger effect = higher value | B-score at 10 µM | P51787 | actives 0.35% (n = 310,000);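 active = fluorescence ratio B-score, a plate-corrected score, at least three library SD, with initial intensity B-score within 5 SD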
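assay system = KCNQ1-transfected CHO-K1 cells | medium = assay buffer with matched DMSO | probe or stimulus = depolarizing K+/Tl+ stimulus, K2SO4 and Tl2SO4 each 12.5 mM in 5x stock | dosing = single dose | incubation = dye 90 min, compound 20 min, room temperature | detection = kinetic FluxOR fluorescence, 10 s baseline plus 110 s post-stimulus | evaluation = ratio B score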
KCNQ1 inh: blocks the human KCNQ1 potassium channel | P51787 | CHO-K1 KCNQ1, FluxOR thallium flux fluorescence; stronger effect = higher value | B-score at 10 µM | actives 1.3% (n = 310,000) | AID 2642;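 active = compounds whose thallium flux B-score, printed positive for inhibition, exceeds three library SD while starting fluorescence stays within three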;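 note: channel opened by potassium depolarization with thallium stimulus after 20 min compound exposure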
RGS4 pot: potentiators or activators of RGS4; HEK293 M3R/inducible RGS4, carbachol calcium flux Fluo4; stronger effect = lower value; B-score at 10 µM; actives 0.92% (n = 310,000); AID 463111;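 active = B-score of the integrated calcium signal more than 4 SD below the library mean, with starting fluorescence not abnormally high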;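 note: negative B-score means reduced calcium response which marks RGS4 activation or potentiation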
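Assay system: HEK293 FlpIn-TREx cells, stable M3R, doxycycline-inducible RGS4 / Probe or stimulus: carbachol, ECmax concentration / Times: overnight RGS4 induction, 30 min dye load 37 °C, 20 min compound RT / Signal: kinetic calcium fluorescence imaging with Fluo4-AM dye, 2 µM / Measure: Agonist-evoked peak-minus-minimum fluorescence over baseline, integrated ratio, B score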
hERG rescue: shields human hERG channel from block by proarrhythmic agents; CHO-hERG, FluxOR thallium flux, dofetilide IC70 present; Q12809; activation (rescue from dofetilide block), less the hit threshold, % at 10 µM; actives 0.51% (n = 310,000);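 active = activation above the mean of controls blocked by dofetilide plus 5 SD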;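 note: thallium influx through hERG after potassium depolarization seen as dye fluorescence rise; in these data hits start at about 4.7%; inactives centre near -7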
KCNK3 block: human KCNK3 channel inhibition, primary screen; O14649; CHO-KCNK3 thallium flux, FluxOR fluorescence; stronger effect = lower value; B-score at 10 µM; actives 0.84% (n = 340,000); AID 602410;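 active = B-score under library mean minus 4 SD, starting fluorescence ratio at most library mean plus 5 SD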;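 note: more negative B-score means stronger inhibition of thallium flux through KCNK3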
Target sequence (O14649 whole entry, looked up): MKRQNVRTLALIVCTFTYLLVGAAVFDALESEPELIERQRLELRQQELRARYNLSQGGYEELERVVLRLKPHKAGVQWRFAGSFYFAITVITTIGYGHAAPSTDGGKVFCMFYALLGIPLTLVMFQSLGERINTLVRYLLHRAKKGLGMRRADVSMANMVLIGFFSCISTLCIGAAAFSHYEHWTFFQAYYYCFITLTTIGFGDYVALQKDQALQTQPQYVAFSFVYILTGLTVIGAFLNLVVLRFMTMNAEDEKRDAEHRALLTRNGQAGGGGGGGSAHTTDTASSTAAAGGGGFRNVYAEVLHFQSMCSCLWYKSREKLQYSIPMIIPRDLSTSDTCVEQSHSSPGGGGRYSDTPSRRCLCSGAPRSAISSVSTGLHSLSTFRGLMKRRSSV
DYRK1A inh: Dyrk1A (rat) kinase inhibition; ADP-Glo luminescence, NFATc1 peptide; AID 504441; inhibition, % at 12.5 µM; Q63470; actives 0.43% (n = 310,000); in the data active = inhibition above about 50%;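 note: plate controls were vehicle with enzyme for no effect and no enzyme for full effect; many of its hits are not listed in these tables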
* hit, by the source's call; i = inactive; x = no result given.

SMILES	RGS4 block	GSK3A inh	GSK3B inh	KCNK9 block	PolyA inh	KCNQ1 act	KCNQ1 inh	RGS4 pot	hERG rescue	KCNK3 block	DYRK1A inh
Cc1ccc(OCCC(=O)OCC(=O)NC2CCS(=O)(=O)C2)cc1 (stereo not given)	i	2	-2	i	i	i	i	i	-12	i	16
CCCn1c(SCC(=O)Nc2sc(C)c(C)c2C#N)nnc1C(C)C	i	-1	2	i	i	i	i	i	-3	i	-3
NC1=NC2(CCCCC2)N(c2ccc(F)cc2)C(N)=N1	i	-2	-3	i	i	i	i	i	-3	i	-1
C=CCOc1ccc(C2NC(=O)c3ccccc3O2)cc1 (stereo not given)	i	-1	-1	i	i	i	i	i	-8	i	5
Cc1cc(F)c(F)c(C(=O)N2CCN(C)CC2)c1Cl	i	4	2	i	i	i	i	i	-2	i	-2
Cc1ccc(/C=N/n2c(-c3ccncc3)n[nH]c2=S)o1	i	4	-3	i	i	i	i	i	-11	i	29
COc1ccc(-c2csc3ncnc(Nc4ccc(O)cc4)c23)cc1	i	2	1	i	i	i	i	i	-7	i	x
Cc1cccc(CCNC(=O)C2CCCN(S(=O)(=O)c3cnc[nH]3)C2)c1 (stereo not given)	i	-2	2	i	x	i	i	i	-3	i	-13
CCOC(=O)CNC(=O)Cn1cnc2c(oc3ccccc32)c1=O	i	1	-1	i	i	i	i	i	-9	i	1
COc1ccc(C(=O)C2CCCN(Cc3cn(C)nc3-c3ccccc3)C2)cc1F (stereo not given)	i	-3	-2	i	i	i	i	i	-9	i	0
COc1ccc(CNC(=O)CCCn2nc(C)c([N+](=O)[O-])c2C)cc1	i	-1	3	i	i	i	i	i	-9	i	4
CCCc1cc(=O)[nH]c(SCc2nc3ccc([N+](=O)[O-])cc3[nH]2)n1	i	-4	0	i	i	i	i	i	-4	i	-4
Cc1ccc(C(C(=O)Nc2ccc3c(c2)OCO3)N(C)C(=O)Cc2c[nH]c3ccccc23)cc1 (stereo not given)	i	-2	3	i	i	i	i	i	-7	i	0
CN1C(=O)NC(c2ccc([N+](=O)[O-])cc2)C2=C1CC(C)(C)CC2=O (stereo not given)	i	0	1	i	i	i	i	i	-5	i	3
CCC(C(=O)O)N1C(=O)c2ccccc2C1=O (stereo not given)	i	-3	1	i	i	i	i	i	2	i	4
Cc1nc(-c2ccc(NC(=O)C3CCCCC3)cc2)cs1	i	-1	1	i	i	i	i	i	-6	i	4
CCC(C)C(NC(=O)c1ccccc1NC(=O)c1ccco1)C(=O)NNC(=O)c1ccncc1 (stereo not given)	i	1	1	i	i	i	i	i	-8	i	4
O=C(c1cccs1)N1CCN(S(=O)(=O)c2ccc(F)cc2)CC1	i	0	0	i	i	i	i	i	-5	x	x
CCOc1ccc(C(c2c(O)nc(SC)n(C)c2=O)c2c(O)nc(SC)n(C)c2=O)cc1	i	-6	-2	i	i	i	i	i	-9	i	-4
C=CCn1c(CNS(=O)(=O)c2ccc(Br)cc2)n[nH]c1=S	i	4	-3	i	i	i	i	i	-9	i	-4
C=CCN(c1ccccc1)S(=O)(=O)c1cccc(C(=O)NNC(=O)c2ccncc2)c1	i	x	-4	i	i	i	i	i	-15	i	-1
CCOC(=O)c1cnc(COc2ccc(OC)cc2)[nH]c1=O	i	-6	-1	i	i	i	i	i	-5	i	-5
COc1cccc(CNC(=O)Cn2nc([N+](=O)[O-])c(Br)c2C)c1	i	-1	x	i	i	i	i	i	-8	i	10
CCCCCC(=O)Nc1nc(C)c(-c2csc(Nc3cc(Cl)ccc3OC)n2)s1	i	1	-3	i	i	i	i	i	-9	i	5
COc1ccc(C(C(=O)NC2CCCC2)N(CCO)C(=O)Cn2nnc(-c3ccc(C)o3)n2)cc1OC (stereo not given)	i	-2	2	i	i	i	i	i	-1	i	-5
O=C(CNC(=S)N(Cc1ccccc1F)C1CCCCC1)NCC1CCCO1 (stereo not given)	i	1	-4	i	i	i	i	i	-12	i	x
Cc1ccc(-n2c(-c3ccccc3)cc(/C=N/NC(=O)CC#N)c2-c2ccccc2)cc1	i	-1	4	i	i	i	i	i	-10	x	x
O=C(CCC(=O)N(CC(=O)NC1CCCCC1)c1ccccc1F)Nc1nccs1	i	-1	-2	i	i	i	i	i	-7	i	-4
CCN=C1SC(CC(=O)Nc2sc(C)c(C)c2C(=O)OC)C(=O)N1CC (stereo not given)	i	0	1	i	i	i	i	i	-6	i	10
O=C(COC(=O)C1CCCCC1)Nc1ccccc1OC(F)F	i	1	1	i	i	i	i	i	-10	i	11
O=C(Nc1cc(SCCO)cc([N+](=O)[O-])c1)c1ccco1	i	1	1	i	i	i	i	i	-13	i	2
Cc1ccc2nsnc2c1S(=O)(=O)NCc1cccnc1	i	-1	1	i	i	i	i	i	-6	i	7
COc1ccccc1NC(=O)c1ccc(S(=O)(=O)NCc2ccco2)cc1	i	-4	0	i	i	i	i	i	-6	i	2
O=C(NC1CCCCCCC1)c1cc(COc2ccc3ncccc3c2)on1	i	x	-1	i	i	i	i	i	-15	i	x
O=C(NNS(=O)(=O)c1ccccc1)C1CC(c2cccnc2)=NO1 (stereo not given)	i	-1	0	i	i	i	i	i	-3	i	-1
CC(C)c1ccc(C(=O)NCCCN(C)C)cc1	i	0	7	i	i	i	i	i	-6	i	-4
O=C(OC(C(=O)NC1CCCCC1)c1ccccc1F)c1ccco1 (stereo not given)	i	0	-2	i	i	i	i	i	-8	i	-1
O=C(/C=C/c1cccs1)NC1CCCC1	i	0	-1	i	i	i	i	i	-4	i	2
CCc1ccc(S(=O)(=O)Nc2ccc(N3CCN(C)CC3)cc2)cc1	i	-5	2	i	i	i	i	i	-10	i	x
O=C(COC(=O)CNC(=O)c1ccccc1)Nc1ccc(S(=O)(=O)N2CCCC2)cc1	i	-1	0	i	i	i	i	i	-10	i	1
NC1=NC(=Nc2ccc(S(N)(=O)=O)cc2)c2ccccc21	i	2	-1	i	i	i	i	i	-10	i	13
O=C(COc1ccccc1Cl)Nc1ccc(C(=O)N2CCCCC2)cc1	i	3	4	i	i	i	i	i	-3	i	-8
COc1ccc(/C=N/NC(=O)CNC(=O)c2ccc(S(=O)(=O)N3CCOCC3)cc2)cc1OC	i	-1	0	i	i	i	i	i	-9	i	10
O=C(NCc1cc(C(F)(F)F)cc(C(F)(F)F)c1)C1CC(c2ccccc2[N+](=O)[O-])=NO1 (stereo not given)	i	2	0	i	i	i	i	i	-2	i	3
CCOC(=O)Cc1csc(NC(=O)CC(C)(C)C)n1	i	-3	0	i	i	i	i	i	-9	i	-1
CCC(C)NC(=O)CC(C)C (stereo not given)	i	-2	-3	i	i	i	i	i	-10	i	-2
CCOC(=O)N1CCN(c2c(NCCN3CCCCC3CC)c(=O)c2=O)CC1 (stereo not given)	i	1	2	i	i	i	i	i	-6	i	1
CCOC(=O)N1CCC(N2CCN(CCC(C)C)C(CCO)C2)CC1 (stereo not given)	i	x	-2	i	i	i	i	-10*	-10	i	-2
Cc1cc(C)cc(OC(=O)c2cccnc2)c1	i	5	1	i	i	i	i	i	-7	i	-4
Cc1nnc(SCc2cccc(CSc3nnc(C)s3)c2)s1	i	0	0	i	i	i	i	i	-5	i	-2
Next part:
SMILES	RGS4 block	GSK3A inh	GSK3B inh	KCNK9 block	PolyA inh	KCNQ1 act	KCNQ1 inh	RGS4 pot	hERG rescue	KCNK3 block	DYRK1A inh
O=C(COc1ccc(S(=O)(=O)N2CCCC2)cc1Cl)NCc1ccccn1	i	-1	-4	i	i	i	i	i	-1	i	0
CC(C)N1CCN(Cc2ccsc2)CC1CCO (stereo not given)	i	-4	2	i	i	i	i	i	-5	i	6
CCOC(=O)C1C(=O)OC(C)(C)C1C(CC)C(=O)c1ccccc1 (stereo not given)	i	-1	0	i	i	i	i	i	-3	i	-9
COc1ccc(C(=O)N/C(=C/c2cccnc2)C(=O)N2CCCCCC2)cc1OC	i	-1	-1	i	i	i	i	i	-4	i	-1
CN1CCN(S(=O)(=O)c2ccc3c(c2)oc(=O)n3C)CC1	i	-4	1	i	i	i	i	i	-9	i	2
NN=C1c2cc([N+](=O)[O-])ccc2-c2ccc([N+](=O)[O-])cc21	i	x	-2	i	i	i	i	i	0	x	x
Cc1scc(-c2n[nH]c(=S)n2Cc2ccccc2)c1C	i	20	-1	i	i	i	i	-7.6*	-9	i	-3
Cc1nc2scc(-c3ccccc3)c2c(=O)o1	i	-46	4	i	i	i	i	i	-7	i	-5
O=C(Nc1cccc(C(=O)Nc2ccccc2F)c1)c1ccccc1	i	-2	-2	i	i	i	i	i	-5	i	4
CCOC(=O)C1=C(C)NC(=S)N(C(C)=O)C1c1ccc(OC)c(OC)c1 (stereo not given)	i	-3	1	i	i	i	i	i	-4	i	-10
CC1(C)Cc2nc(NC3CCCCC3)c(C#N)cc2CO1	i	-3	2	i	i	i	i	i	-3	i	-4
NS(=O)(=O)c1ccc(CCNC(=O)CCCCCNc2nc(=S)[nH]c3ccccc23)cc1	i	15	1	i	i	i	i	i	-7	x	x
COc1cccc(OC)c1NC(=O)C1CCCN1C(=O)Nc1ccccc1Cl (stereo not given)	i	x	2	i	i	i	i	i	-7	i	0
CCOC(=O)c1nn(-c2ccccc2)c(=O)c2c(NC(C)=O)scc12	i	-1	3	i	i	i	i	i	-11	i	5
O=c1[nH]nc(-c2ccc(NCCO)c([N+](=O)[O-])c2)c2ccccc12	i	-2	2	i	i	i	i	i	-8	i	2
CCCCOc1ccc(-n2nc(C)cc2C)nn1	i	-3	-3	i	i	i	i	i	-10	i	5

Screening results from PubChem.

An excerpt; rates above refer to the full screens.
